# KCNK3 block – human KCNK3 channel inhibition, primary screen; O14649; CHO-KCNK3 thallium flux, FluxOR fluorescence; hits give low values; B-score at 10 µM; hit rate 0.84% among 340,000;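 active means B-score under library mean minus 4 SD, starting fluorescence ratio at most library mean plus 5 SD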;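 further: more negative B-score means stronger inhibition of thallium flux through KCNK3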
# Target sequence (O14649 whole entry, looked up): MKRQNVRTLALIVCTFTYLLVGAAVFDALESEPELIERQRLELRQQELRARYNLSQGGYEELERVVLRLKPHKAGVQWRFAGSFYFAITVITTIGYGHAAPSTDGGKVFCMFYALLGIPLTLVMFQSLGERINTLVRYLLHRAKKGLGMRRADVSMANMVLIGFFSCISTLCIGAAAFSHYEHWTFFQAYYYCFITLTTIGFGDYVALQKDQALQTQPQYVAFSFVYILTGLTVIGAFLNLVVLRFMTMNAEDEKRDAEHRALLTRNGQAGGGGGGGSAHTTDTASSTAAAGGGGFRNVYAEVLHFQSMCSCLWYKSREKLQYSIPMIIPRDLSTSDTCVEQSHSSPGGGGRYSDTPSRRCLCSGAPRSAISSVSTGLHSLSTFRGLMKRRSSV
# HDAC3 inhib – inhibitors of human histone deacetylase 3; recombinant HDAC3, fluorogenic peptide/trypsin coupled, fluorescence; inhibition, % at 8.3 µM; hit rate 0.15% among 320,000; in the data active means inhibition above about 26%, passing the limit was not always enough
# GSK3 alpha inh – human GSK-3 alpha kinase inhibition; AID 2650; ADP-Glo luminescence, 60 min; hit rate 0.1% among 320,000; P49840; inhibition, % at 10 µM;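 in the data active means inhibition above about 50%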;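 further: GST-tagged GSK-3 alpha with peptide substrate and 25 µM ATP; 0% = DMSO neutral wells and 100% = GW8510 positive control wells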
# Target sequence (P49840 whole entry, looked up): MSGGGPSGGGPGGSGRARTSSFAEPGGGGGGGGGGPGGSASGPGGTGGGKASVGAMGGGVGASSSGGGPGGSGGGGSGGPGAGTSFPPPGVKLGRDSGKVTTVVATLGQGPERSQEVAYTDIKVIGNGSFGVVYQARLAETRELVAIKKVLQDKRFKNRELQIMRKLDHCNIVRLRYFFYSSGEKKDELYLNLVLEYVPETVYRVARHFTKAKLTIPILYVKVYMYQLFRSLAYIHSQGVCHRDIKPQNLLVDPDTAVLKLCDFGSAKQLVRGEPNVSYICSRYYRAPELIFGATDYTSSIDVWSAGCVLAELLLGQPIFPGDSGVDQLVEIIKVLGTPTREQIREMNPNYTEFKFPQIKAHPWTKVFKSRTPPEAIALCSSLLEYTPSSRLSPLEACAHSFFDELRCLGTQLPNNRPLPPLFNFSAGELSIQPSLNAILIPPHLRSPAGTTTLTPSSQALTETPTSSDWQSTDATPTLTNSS
# DYRK1A inh – inhibitors of rat Dyrk1A kinase; hit rate 0.43% among 310,000; AID 504441; Q63470; ADP-Glo luminescence, NFATc1 peptide; inhibition, % at 12.5 µM; in the data active means inhibition above about 50%;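 further: plate controls were vehicle with enzyme for no effect and no enzyme for full effect; many of its hits are not listed in these tables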
# Numbers without * were called inactive; i = inactive.
# The first two compounds, ahead of the listing:
Structure,DYRK1A inh,GSK3 alpha inh,KCNK3 block,HDAC3 inhib
O=C(CSc1nccc(=O)[nH]1)NC1CCCCCC1,9,-1,i,1
O=C(O)c1cccc2c1C(=O)c1ccc(-c3ccc(OC(F)(F)F)cc3)cc1S2(=O)=O,-4,-4,i,6

# The list itself, from the first entry:
Structure,DYRK1A inh,GSK3 alpha inh,KCNK3 block,HDAC3 inhib
O=C(CSc1nccc(=O)[nH]1)NC1CCCCCC1,9,-1,i,1
O=C(O)c1cccc2c1C(=O)c1ccc(-c3ccc(OC(F)(F)F)cc3)cc1S2(=O)=O,-4,-4,i,6
COc1cc(C(=O)Nc2cccc(C)n2)ccc1OCC(=O)N1CCOCC1,0,23,i,0
CCN(CC)c1ccc(C(=O)NNC(=O)C2CSC3(C)CCC(=O)N23)cc1 (configuration not stated),3,-2,i,1
O=C1C[C@H](c2ccc(O)cc2)Oc2cc(O[C@@H]3O[C@H](CO)[C@@H](O)[C@H](O)[C@H]3O)cc(O[C@@H]3O[C@H](CO)[C@@H](O)[C@H](O)[C@H]3O)c21,8,-4,i,2
CC1(c2cc(F)ccc2F)NC(=O)N(CC(=O)Nc2cccc(S(=O)(=O)N3CCCC3)c2)C1=O (configuration not stated),-2,-2,i,1
COc1ccccc1OCCNC(=O)c1ccccc1OCc1c(C)noc1C,3,-1,i,-1
CCCN(C1CCS(=O)(=O)C1)S(=O)(=O)c1ccc2ccccc2c1 (configuration not stated),-2,5,i,-1
COc1ccccc1N1CCN(C(=O)c2cccc(S(=O)(=O)Nc3ccccc3F)c2)CC1,1,0,i,0
Cc1noc(C)c1C(=O)OC(C)C(=O)N1CCc2ccccc21 (configuration not stated),7,-1,i,-8
C[C@H](NS(=O)(=O)c1ccc(Cl)cc1)C(=O)OCC(=O)N1CCOCC1,1,-2,i,-3
CC(C)Cn1c(N)c(C(=O)COC(=O)C2CCCN2C(=O)c2cccs2)c(=O)n(C)c1=O (configuration not stated),0,-1,i,-9
O=C1N(c2ccccc2C(F)(F)F)O[C@@]1(c1ccccc1)C1CCCCC1,11,0,i,7
COc1ccc(CC(=O)NNC(=O)COc2ccc(Cl)cc2C)cc1S(=O)(=O)N1CCOCC1,-4,-4,i,3
COc1cc(CCCN[C@H](CN)Cc2ccccc2)cc(OC)c1OC,10,6,i,2
CC(C)CN1C(=O)C(=O)N(CC(=O)c2ccc3c(c2)CCCC3)C1=O,-3,-1,i,1
CC(C)(C)OC(=O)C[C@H]1C/C=C\C[C@H](CC(=O)N[C@H](CO)Cc2ccccc2)C(=O)N2CCC[C@@H]2COC1=O,-1,1,i,-5
Cc1ccc2c(c1)[C@H]1[C@H](CO2)[C@H](c2ccccc2)[C@]2(C)C(=O)Nc3ccccc3C(=O)N12,3,0,i,6
CCC(NC(=O)CSc1nnnn1C1CC1)c1ccc(Br)cc1 (configuration not stated),3,3,i,-1
CC(=O)c1ccc(NC(=O)C(C)OC(=O)/C=C/c2ccco2)cc1 (configuration not stated),3,-2,i,3
COc1ccc(C2=NN(c3nc(-c4ccccc4)c(CC(=O)O)s3)C(c3ccco3)C2)cc1 (configuration not stated),3,0,i,0
O=C(CCl)N1CCN(C(=O)C2COc3ccccc3O2)CC1 (configuration not stated),6,1,i,-2
COc1ccc(C(=O)OCC(=O)c2ccc(F)cc2)cc1OC,3,-1,i,3
CC(C)Cc1nccs1,-8,-1,i,11
Cc1c(C(=O)NCCC2=CCCCC2)oc2ccc(S(=O)(=O)N3CCOCC3)cc12,0,-1,i,5
COC(=O)CSc1nnc(CNC(=O)c2ccc(S(=O)(=O)N3CCCCC3)cc2)n1C,5,0,i,0
Cc1cc(C(=O)COC(=O)CC(NC(N)=O)c2ccc(Cl)cc2)c(C)n1C (configuration not stated),3,1,i,1
CCCN1C(=O)C(=O)c2cc(C)ccc21,1,-1,i,3
O=C(c1csc2ccccc12)n1cccn1,4,0,i,3
Cn1cnc(C(=O)N2CCc3ccccc3C2)c1C(=O)N1CCc2ccccc2C1,-20,1,i,8
COC(=O)C1=CO[C@@H](O)C2C(CO)=CCC12 (some centres not stated),7,-3,i,-5
Cc1cc(NC(=O)COC(=O)/C=C/c2ccc(C)o2)no1,-3,-4,i,2
CN(C(=O)CSc1cccc[n+]1[O-])c1ccccc1,-2,2,i,-1
COCCN(C(=O)c1ccc(COc2ccccc2)o1)c1c(N)n(CC(C)C)c(=O)[nH]c1=O,-2,-1,i,0
COc1ccc(/C=C/C(=O)Nc2cc(S(=O)(=O)N3CCOCC3)ccc2OC)cc1,-1,-4,i,17
CNc1ncnc2c1ncn2[C@@H]1O[C@H](CO)[C@@H](O)[C@H]1O,3,-1,i,-1
Nc1nc(SCC(=O)N2CCCCCC2)[nH]c(=O)c1NC(=O)c1ccco1,-6,10,i,2
O=C1C=C(c2cc(Cl)cc(Cl)c2)C[C@@H](c2ccc(F)cc2)C1,-7,3,i,-3
CC(=O)c1ccc(NC(=O)CN2C(=O)NC3(CCCc4ccccc43)C2=O)cc1 (configuration not stated),3,0,i,4
C#CCOCCOCCOCCNc1nc(N2CCN(C(=O)[C@H](CCCCN)n3cc([C@@H](N)CO)nn3)CC2)nc(N2CCN(C(=O)[C@H](CCCCN)n3cc([C@@H](N)CC(C)C)nn3)CC2)n1,17,-1,i,-4
CCc1ccc(Nc2nnc(SCn3nnc4ccccc4c3=O)s2)cc1,7,0,i,3
O=C(COC(=O)c1cc2ccccc2cc1O)Nc1ccccc1F,4,4,i,1
CCCCN1CCN=C1N(C)C,7,-3,i,-3
C=CCC[C@@H](Cc1ccc(F)cc1)C(=O)OCCNC(=O)[C@@H](CC=C)CC(=O)N(CCO)Cc1ccccc1,3,4,i,6
C[C@@]12C(=O)N(c3cccc(Cl)c3)C(=O)N1[C@@H]1c3ccccc3OC[C@@H]1[C@H]2c1ccccc1,0,0,i,10
CC(C)C(NC(=O)c1ccccc1)C(=O)NC1CCCc2ccccc21 (configuration not stated),-3,-1,i,7
O=C(COC(=O)c1ccco1)NC12CC3CC(CC(C3)C1)C2,-1,-3,i,1
CCCOc1ccc(-c2cc3onc(-c4ccccc4)c3c(=O)n2C)cc1,-12,-1,i,-2
CC(NC(=O)COC(=O)CCN1C(=O)C2CC=CCC2C1=O)c1ccc(Br)cc1 (configuration not stated),5,0,i,-2
COc1ccc(NC(=O)N(C)C[C@H]2Oc3ccc(NC(=O)C4CCCCC4)cc3C(=O)N([C@H](C)CO)C[C@@H]2C)cc1,6,0,i,-1
COc1cc(C(=O)OCC(=O)N2CCC(C)CC2)cc2c1OCCO2,2,0,i,-9
CCCNC(=O)c1n[nH]c2c1CC(C(C)(C)CC)CC2 (configuration not stated),-2,-23,i,8
CN(CC(=O)Nc1ccc(F)cc1)C(=O)Cn1c(=O)oc2ccccc21,-5,6,i,-1
CCC1(C)NC(=O)N(CC(=O)Nc2cc(C)on2)C1=O (configuration not stated),7,-3,i,1
COc1ccc(/C=C/C(=O)OCC(=O)N2CCCCCC2)cc1OC,-2,-2,i,2
CC(C)C(NC(=O)c1c(F)cccc1F)C(=O)N1CCN(S(=O)(=O)c2ccc(F)cc2)CC1 (configuration not stated),0,1,i,-2
COc1ccc([C@H](OC)[C@@]2(Cc3ccc(O)cc3)N=C(N)N(C)C2=O)cc1,4,-3,i,4
CC(C(=O)OCC(=O)N1CCN(c2ccccc2)CC1)N1C(=O)c2ccccc2C1=O (configuration not stated),5,5,i,-2
O=C(Nc1ccc(F)c(F)c1)C1CCCCC1,-3,-1,i,2
CCOC(=O)Cn1c(=O)oc2cc(S(=O)(=O)Nc3c(C)cc(C)cc3C)ccc21,-1,-1,i,2

# Next entries follow.
Structure,DYRK1A inh,GSK3 alpha inh,KCNK3 block,HDAC3 inhib
COc1cc(OC)cc(-c2c(C#Cc3ccsc3)c3cc(-c4cccc5[nH]cc(C=O)c45)ccc3n2C)c1,6,-1,i,4
O=C(NC(Cc1ccccc1)C(=O)N1CCN(S(=O)(=O)c2ccccc2F)CC1)c1ccccc1 (configuration not stated),2,3,i,-5
CC(Sc1ncnc2sc(-c3ccccc3)cc12)C(=O)N1CCNC1=O (configuration not stated),-1,3,i,8
O=C(O)c1cc(S(=O)(=O)N2CCOCC2)c[nH]1,-4,4,i,12
COc1ccc(CN2C(=O)C(C)Nc3ncnc(N4CCOCC4)c32)cc1 (configuration not stated),-6,-2,i,7
Cc1ccc(S(=O)(=O)NNc2ccccc2)c(C)c1,3,-1,i,3
COc1ccc(C(=O)NCc2ccncc2)cc1S(=O)(=O)N1CCOCC1,-2,0,i,0
CCCCOCCCNC(=O)C1CCCCC1,3,0,i,-1
CC(=O)C[C@@H](O)CC(=O)[C@@H]1OC(=O)CCCCCCCCc2ccccc21,5,-6,i,-5
C=CC[C@@H](CC(=O)N[C@@H](CO)Cc1ccccc1)C(=O)NC[C@@H](OC(=O)[C@@H](CC=C)Cc1ccc(F)cc1)c1ccccc1,0,-2,i,-4
CN(C)S(=O)(=O)c1cc(NC(=O)COC(=O)c2nc(Cl)ccc2Cl)ccc1Cl,-3,2,i,-1
N#CCC(=O)Nc1ccc(C(=O)Nc2ccc3c(c2)OCO3)cc1,-4,-2,i,-2
C=CC[C@@H](CC(=O)N(CCO)Cc1ccccc1)C(=O)NC[C@@H](OC(=O)[C@@H](CC=C)CC(=O)OC(C)(C)C)c1ccccc1,3,-2,i,6
CC1CN(S(=O)(=O)c2cccc(C(=O)OCC(=O)Nc3ccc4c(c3)OCO4)c2)CC(C)O1 (configuration not stated),25,3,i,6
CN(Cc1nc2ccccc2n1C)S(=O)(=O)c1ccc(F)cc1,4,1,i,-4
COc1cc(S(=O)(=O)NC2CCCCC2C)ccc1Cl (configuration not stated),2,0,i,15
CC(=O)c1ccc(OC(C)C(=O)NCC2(N3CCOCC3)CCCCC2)cc1 (configuration not stated),4,1,i,-2
CCOc1ccc(CCNC(=O)C2CCN(c3nn4c(=O)cc(C)nc4s3)CC2)cc1,-2,6,i,2
Cc1ccc(C)c(NC(=O)CN2C(=O)NC(CCc3ccccc3)C2=O)c1 (configuration not stated),-4,-2,i,3
COc1ccc(CC(=O)OCC(=O)NC2CCCC(C)C2C)cc1 (configuration not stated),-4,-3,i,6
COc1ccc(NC(=O)CCc2nc3ccccc3c(=O)[nH]2)cc1S(=O)(=O)N1CCCCC1,2,0,i,1
COc1cc2c(cc1OC)C(=O)N1[C@H]3c4ccccc4OC[C@@H]3[C@H](c3ccccc3)[C@]1(C)C(=O)N2,2,0,i,6
Nc1nc(SCC(=O)Nc2ncc(Cl)cc2Cl)n[nH]1,-1,-2,i,2
O=C(Nc1ccncc1)C1CCN(S(=O)(=O)c2ccc(Cl)c(C(F)(F)F)c2)CC1,-4,-2,i,-4
CSc1nc(N)nc2c1ncn2CC(=O)NCc1ccc2c(c1)OCO2,1,-1,i,1
Cc1ccc(S(=O)(=O)NC(=O)Nc2ccccc2F)cc1,2,-1,i,-2
COc1c2occc2cc2ccc(=O)oc12,26,3,i,4
CCOc1ccccc1C(=O)NCC(=O)N1CCC(C)CC1,2,1,i,1
CSCC[C@H](NC(=O)OC(C)(C)C)c1nnc(SCC(=O)Nc2c(C)cccc2C)o1,1,-2,i,4
CCN(C[C@H]1N[C@@](CC)(C(=O)OC)[C@H]2C(=O)N(C)C(=O)[C@@H]12)S(=O)(=O)c1ccc(-c2ccccc2)cc1,-1,-2,i,4

# Shown field by field: 4 of the compounds above
Cc1ccc(C)c(NC(=O)CN2C(=O)NC(CCc3ccccc3)C2=O)c1 (configuration not stated)
  DYRK1A inh = -4	GSK3 alpha inh = -2	KCNK3 block = i	HDAC3 inhib = 3

CC1CN(S(=O)(=O)c2cccc(C(=O)OCC(=O)Nc3ccc4c(c3)OCO4)c2)CC(C)O1 (configuration not stated)
  DYRK1A inh = 25	GSK3 alpha inh = 3	KCNK3 block = i	HDAC3 inhib = 6

Cc1ccc(S(=O)(=O)NC(=O)Nc2ccccc2F)cc1
  DYRK1A inh = 2	GSK3 alpha inh = -1	KCNK3 block = i	HDAC3 inhib = -2

COc1cc(S(=O)(=O)NC2CCCCC2C)ccc1Cl (configuration not stated)
  DYRK1A inh = 2	GSK3 alpha inh = 0	KCNK3 block = i	HDAC3 inhib = 15

# Further entries follow:
Structure,DYRK1A inh,GSK3 alpha inh,KCNK3 block,HDAC3 inhib
C[C@@H](CN1CCC[C@H]1CN1C(N)=NC[C@@H]1Cc1ccccc1)N1C[C@@H](Cc2ccccc2)N(CCc2ccc(Cl)c(Cl)c2)C1=N,9,25,i,0
C=CCNc1nc(C(=O)OCC(=O)NCc2cccc(Cl)c2)cs1,4,-2,i,-3
Cc1c(C(=O)NC2CCCC2)oc2ccccc12,1,-1,i,6
N#Cc1c(SCc2ccccc2)nc(N2CCOCC2)c2c1CCCC2,-3,-1,i,1
O=C(Cc1cccc(NC(=O)C2CCCN(C(=O)CCc3ccccc3)C2)c1)Nc1cccc(C(=O)N2CCCC2)c1 (configuration not stated),-15,-1,i,10
COc1ccc(NS(=O)(=O)c2cc(NC(=O)c3ccccn3)ccc2OC)cc1Br,1,-2,i,-15

# Compound activity deposited in PubChem by several laboratories.

# Not all compounds are listed; rates above refer to the full screens.
